ROC1-CUL1 inh = inhibitors of human ROC1-CUL1 ubiquitin ligase activity; actives 0.6% (n = 140,000); AID 1347404, 2020; E3 ubiquitin-protein ligase RBX1 (Homo sapiens) + Cullin-1 (Homo sapiens), P62877+Q13616; in vitro K48 di-Ub FRET, acceptor:donor ratio, 45 min; inhibition, % at 10 µM; in the data active = inhibition above about 25%
Target sequence (P62877 whole entry, looked up): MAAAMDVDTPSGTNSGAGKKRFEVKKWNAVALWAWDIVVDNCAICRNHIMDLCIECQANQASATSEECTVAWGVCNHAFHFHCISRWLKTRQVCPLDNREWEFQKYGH
Target sequence (Q13616 whole entry, looked up): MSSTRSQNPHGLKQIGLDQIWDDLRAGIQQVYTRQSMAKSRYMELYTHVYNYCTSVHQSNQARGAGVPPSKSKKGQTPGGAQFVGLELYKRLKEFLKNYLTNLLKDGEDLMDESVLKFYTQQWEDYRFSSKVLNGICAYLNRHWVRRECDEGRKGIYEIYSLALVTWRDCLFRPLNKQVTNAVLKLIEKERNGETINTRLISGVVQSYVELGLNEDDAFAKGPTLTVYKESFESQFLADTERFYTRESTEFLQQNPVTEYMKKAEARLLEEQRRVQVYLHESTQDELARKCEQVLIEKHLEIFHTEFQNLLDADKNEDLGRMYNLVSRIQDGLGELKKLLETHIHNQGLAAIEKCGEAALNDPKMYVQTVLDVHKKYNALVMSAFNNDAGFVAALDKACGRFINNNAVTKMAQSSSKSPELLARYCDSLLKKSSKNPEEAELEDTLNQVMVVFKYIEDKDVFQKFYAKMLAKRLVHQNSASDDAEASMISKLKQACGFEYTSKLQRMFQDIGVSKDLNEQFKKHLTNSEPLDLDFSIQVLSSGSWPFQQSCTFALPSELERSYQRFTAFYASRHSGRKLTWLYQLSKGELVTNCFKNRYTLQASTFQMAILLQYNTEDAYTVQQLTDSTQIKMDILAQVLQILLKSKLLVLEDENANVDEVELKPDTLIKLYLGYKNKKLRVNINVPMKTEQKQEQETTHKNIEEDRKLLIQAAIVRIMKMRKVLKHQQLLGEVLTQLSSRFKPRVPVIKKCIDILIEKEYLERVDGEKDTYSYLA
The depositor's hits bear a star. An excerpt (hit frequency here may not be typical).

| ROC1-CUL1 inh | canonical_smiles |
| --- | --- |
| 2.7 | COc1cc(C(=O)Nc2ccc(C(C)=O)cc2)ccc1OC1OC(COC(C)=O)C(OC(C)=O)C(OC(C)=O)C1OC(C)=O (stereo unspecified) |
| -3.6 | CCn1cc(C(=O)Nc2ccc(Cl)cc2C)c(C)n1 |
| -5.2 | Cn1c(=O)c(-c2ccc(Cl)cc2)c(Cl)c2ccccc21 |
| -1.8 | COc1ccc(CCNc2nc3c(-c4cccc(C(F)(F)F)c4)nnn3c3ccccc23)cc1OC |
| -4.3 | O=C(CCC1(Cc2ccc(F)cc2)CCC(=O)N1)NCc1ccsc1 (stereo unspecified) |
| -5.7 | Cc1cc(C)cc(N2C(=O)/C(=C/c3cn(CC(=O)N4CCC(C)CC4)c4ccccc34)C(=O)NC2=S)c1 |
| -4.5 | c1ccc(OCC2=NNC(c3ccccc3)=Nc3ccccc32)cc1 |
| -1.6 | CC(C)C(NC(=O)c1ccco1)C(=O)NC1CCCCC1 (stereo unspecified) |
| 8.8 | N#Cc1nc(-c2ccccc2)sc1Br |
| -8.3 | Cc1c(C)n2c3c(=O)n(CCCO)c(=O)n(C)c3nc2n1-c1ccccc1 |
| -5.7 | O=S(=O)(Oc1ccccc1-c1ccccc1)c1cc(Cl)ccc1Cl |
| -5.2 | O=C(CSc1ccc(Cl)cc1)NC1=NN(c2ccccc2)C(=O)C1 |
| 2.7 | N#Cc1cc(Br)c(OC(=O)c2ccccc2)c(Br)c1 |
| 5.0 | CCc1nc2sc3c(c2c(=S)[nH]1)CCC3 |
| 4.4 | Cc1ccc(-c2csc3nc(SCC(=O)Nc4sc5c(c4C#N)CCCCC5)n(-c4ccccc4)c(=O)c23)o1 |
| -5.4 | c1ccc(-c2nn3c(Cn4cnc5ccccc54)nnc3s2)nc1 |
| 3.7 | COc1cc(-c2cc(C(=O)O)c3c(ccc4ccccc43)n2)ccc1OCCCC#N |
| -3.0 | CCOc1ccccc1C(=O)Nc1ccc2nc(N(CC)CC)cc(C)c2c1 |
| -8.0 | COc1ccc(N2CCN(S(=O)(=O)c3ccc(C4CCCCC4)cc3)CC2)cc1 |
| 7.1 | CCOC(=O)c1[nH]c(C)c(CCC(=O)N2CCN(c3ccc(Cl)cc3)CC2)c1C |
| 2.2 | N#Cc1ccc(Oc2ccc(C(=O)OCC(=O)c3ccc(Br)cc3)cc2)cc1C#N |
| 1.5 | O=C(Nc1c(Cl)cc(Cl)cc1C(=O)NCc1ccccc1)c1ccco1 |
| -5.1 | CCCCOC(=O)c1ccc(NC(=O)c2ccc3c(c2)CCN3S(=O)(=O)c2ccccc2)cc1 |
| 0.5 | CN(C)c1cnn(CC(=O)NCCc2nccs2)c(=O)c1 |
| 11.4 | O=S(=O)(Cc1ccc(F)cc1)NC1CCCC1 |
| -4.7 | O=[N+]([O-])c1cc(-c2nc(-c3ccccc3)no2)ccc1NCC1CCCO1 (stereo unspecified) |
| -0.2 | CC(C)CN(CC(C)C)C1=N/C(=C\c2ccco2)C(=O)N1c1ccccc1 |
| -8.2 | Cc1cccc(-c2nc3nc(C)cc(NC(C)c4ccccc4)n3n2)c1 (stereo unspecified) |
| 8.7 | COc1ccc(-n2c(SCC(=O)Nc3nnc(C)s3)nc3c([nH]c4ccccc43)c2=O)cc1 |
| -0.8 | COc1ccccc1CN1C(=O)O[C@@H]2CN(C(=O)NCc3ccco3)C[C@@H]21 |
| 0.2 | CCCCc1ccc2nc(NC(=O)c3ccc(Br)o3)sc2c1 |
| -3.5 | O=C(NCCN1CCOCC1)c1cncc(Br)c1 |
| 6.1 | CC1N=C2N=C(N(C)C)NC(=O)C2N(C(=O)C2=CN(Cc3ccccc3)CCC2)C1C (stereo unspecified) |
| 6.3 | NCCC(=O)OC1N=C(c2ccccc2Cl)c2cc(Br)ccc2NCC1=O (stereo unspecified) |
| -3.8 | O=C(N/N=C/c1ccc(Br)cc1)c1ccccc1[N+](=O)[O-] |
| 7.1 | O=C(NCCS(=O)(=O)N1CCN(c2ccc(F)cc2)CC1)c1cccc(C(F)(F)F)c1 |
| -7.6 | CCCc1ccc2oc(C(=O)N3CCC(OCc4ccccn4)CC3)c(C)c2c1 |
| 8.5 | Cc1ccc(N2C(=O)/C(=C\c3cn(Cc4ccccc4Cl)c4ccccc34)C(=O)N(c3ccccc3)C2=S)cc1C |
| -1.9 | Cc1ccc(C)c(N2CCN(c3nc4ccc(C)cc4nc3-n3nc(C)cc3C)CC2)c1 |
| 5.7 | COc1ccc(-c2nc(CSc3nnc(C)n4c3cc3occc34)c(C)o2)cc1OC |
| -6.6 | CC(C)N(Cc1nc(-c2ccc(Cl)cc2)no1)C(=O)c1ccco1 |
| -2.3 | COc1cc(NC(=O)CCS(=O)(=O)c2ccc(Br)cc2)cc(OC)c1 |
| 6.3 | CCN(CC)CCOC(c1ccccc1C)C1CCCCC1 (stereo unspecified) |
| 3.2 | CCN(CC)C(=O)CSC1=NC(=O)C(Cc2ccccc2)C(=O)N1c1ccccc1 (stereo unspecified) |
| -15.9 | O=C(C1CC(c2c(F)cccc2Cl)=NO1)N1CCOCC1 (stereo unspecified) |
| -2.8 | O=C(O)C1C2C(=O)OC3C(Cl)C1C1(CC1)C32 (stereo unspecified) |
| -1.6 | Cc1ccc(-c2csc(-c3c(N)c(C(=O)c4ccc5c(c4)OCO5)n4ccccc34)n2)cc1C |
| -1.4 | CCOc1ccccc1NC(=S)NC(=O)C1CC1 |
| -2.2 | CC(C(=O)NCc1cccnc1Oc1ccc(F)cc1F)n1ccnc1 (stereo unspecified) |
| 3.7 | COCc1cc(C)nc(SCC(=O)Nc2ccc(C)c(C)c2)c1C#N |
| 10.1 | CCc1ccc(C2c3c(n[nH]c3-c3ccc4c(c3)OCO4)OC(=N)C2C#N)cc1 (stereo unspecified) |
| 5.8 | Cc1nnc(-c2cccc(NC(=O)C3CCN(Cc4ccon4)CC3)c2)s1 |
| 1.6 | COc1ccc(-n2c(CCC(=O)O)ccc2-c2ccccc2)cc1Cl |
| 3.7 | Cn1cccc1CCNC(=O)c1ccc(F)cc1 |
| 1.7 | CCSc1ccc(NC(=O)C23CC4CC(CC(C4)C2)C3)cc1 |
| -1.6 | COc1ccc(-c2cc(C(F)(F)F)n3nc(C(=O)Nc4ccc(Cl)cc4C(F)(F)F)cc3n2)cc1OC |
| 10.9 | COc1ccc2oc(=O)c(-c3nnc(N)s3)cc2c1 |
| -2.1 | C/C(=N/NC(=O)c1ccco1)c1ccc(NC(=O)C(F)(F)F)cc1 |
| -5.4 | CC(=O)Nc1ccc(NC(=O)CN2C(=O)CC(c3ccco3)Sc3ccccc32)cc1 (stereo unspecified) |
| -6.1 | O=C(NCc1ccc(F)cc1)c1nnc(Cc2cccc(F)c2)o1 |

Other structures follow:
| ROC1-CUL1 inh | canonical_smiles |
| --- | --- |
| 1.1 | COc1cc(/C=N/NC(=O)CNS(=O)(=O)c2ccc(C)cc2)cc(OC)c1OC |
| -6.5 | CC(C)Cc1ccc(C(C)C(=O)Nc2ncccn2)cc1 (stereo unspecified) |
| 4.5 | CCn1nc(C)c(NC(=O)C2CCCCC2C(=O)O)c1C (stereo unspecified) |
| 3.3 | c1nc2c([nH]1)CCNC21CCCCC1 |
| 3.0 | CC1CCN(C(=O)C(Cc2ccc(Cl)cc2)=NC(=O)c2ccccc2)CC1 |
| 2.5 | CCc1cccc(C)c1NC(=O)CSc1nnc(-c2ccccc2Cl)n1N |
| 3.9 | Cc1[nH]n(C(=S)Nc2ccc(F)cc2)c(=O)c1N=Nc1ccccc1 |
| -5.8 | COc1ccc(-c2csc(N3CCNCC3)n2)cc1OC |
| -18.6 | Oc1ccc(N=CC=Nc2ccc(O)cc2)cc1 |
| 0.4 | c1cnc2c(c1)cnc1ccsc12 |
| 2.5 | CCCCSc1nnc2c(n1)[nH]c1ccccc12 |
| 9.1 | O=C(O)c1cccc(-n2cccc2CC2=NC(=O)N(Cc3ccc(F)cc3)C2=O)c1 |
| -1.6 | Cc1ccc2[nH]c(=O)c3cc(C(=O)N4CCN(c5ccccc5F)CC4)sc3c2c1 |
| 7.1 | O=C(NCCc1csc2nc(-c3ccc(F)cc3)nn12)c1cccc(C(F)(F)F)c1 |
| 2.4 | COc1cc(/C=C/[C@@H]2C[C@H]3CN(Cc4ccccc4OC)C(=O)[C@]34CCCN24)ccc1O |
| 1.8 | CCn1c(NC(=O)COc2ccccc2C)nc2ccccc21 |
| -0.2 | Cc1ccnc(NS(=O)(=O)N2CCC(C)CC2)c1 |
| 11.1 | COc1ccc(-c2ccc(CCC(=O)O)n2-c2cc(Cl)ccc2O)cc1 |
| 6.1 | O=C(NCCN1CCOCC1)C1CCC1 |
| -0.6 | Cc1c(C(C)NC(=O)NCCc2ccccc2)cnn1-c1ccccn1 (stereo unspecified) |
| 2.6 | Nc1nonc1C(=O)NCCNCc1ccc(Cl)c(Cl)c1 |
| 10.8 | O=C1CCCC2=Nc3ncnn3C(c3ccc(F)cc3)C12 (stereo unspecified) |
| -4.2 | COc1ccc(-c2nc3ccccc3s2)cc1NC(=O)c1cccc(F)c1 |
| -6.3 | Cc1cc(-c2ccc(S(=O)(=O)Nc3ccc(Cl)cc3C)cc2)on1 |
| -4.1 | COC(=O)C1C(=O)N=C(SCC(=O)Nc2ccc(Cl)cc2Cl)C(C#N)C1c1ccc(OC)cc1 (stereo unspecified) |
| 7.9 | c1cnc(N2CCCC(NCc3ccncc3)C2)nc1 (stereo unspecified) |
| -2.8 | CCS(=O)(=O)N1CCc2cc(C(=O)NCCc3ccccc3)ccc21 |
| 3.4 | COc1ccc(NC(=O)CN2CCN(Cc3ccc(F)cc3)S2(=O)=O)cc1Cl |
| -2.4 | CCOc1ccc2nc(N3CCCC(C(=O)Nc4ccc(CC)cc4)C3)sc2c1 (stereo unspecified) |
| 6.0 | CSc1ccc(C2C3=C(CC(C)(C)CC3=O)N=C(C)C2C(=O)Nc2ccccn2)cc1 (stereo unspecified) |
| -0.5 | COc1cc(C(CC(=O)Nc2ccc(C)c(F)c2)N2Cc3ccccc3C2=O)cc(OC)c1OC (stereo unspecified) |
| 4.4 | COc1ccc(C(=O)NC(=S)Nc2ccc(O)cc2)cc1 |
| 11.6 | CCc1ccc(CN(C(=O)c2ccc(Br)cc2)C2CCS(=O)(=O)C2)cc1 (stereo unspecified) |
| 5.2 | COc1cccc2c1N(C)C(=O)C(C(CC(C)C)C1C(=O)c3cccc(OC)c3N(C)C1=O)C2=O (stereo unspecified) |
| 10.3 | NC1=NC(=O)C2(COC(c3ccccc3Cl)OC2)S1 (stereo unspecified) |
| -9.5 | Cc1ccc(-n2c3c(cc(-c4nc(-c5ccc(Cl)cc5)cs4)c2=O)C(=O)CC(C)(C)C3)cc1C |
| 0.9 | CCOC(=O)C1=C(c2ccccc2)N=c2s/c(=C/c3ccccc3O)c(=O)n2C1c1cccc(OC)c1 (stereo unspecified) |
| 1.0 | Cn1c2c(c(=O)c3ccccc31)CCCC2 |
| -4.4 | CCOC(=O)c1c(C)n(-c2ccccc2)c2ccc(OC(C)=O)cc12 |
| -5.6 | CCCCCOC(=O)Cn1c(=O)oc2ccc(C)cc21 |
| -6.2 | COC(=O)c1c(-c2ccc(C)cc2C)csc1NC(=O)c1ccc(Cl)cc1 |
| -11.2 | O=C(Oc1ccc(-c2ccccc2)cc1)C1CCC1 |
| -2.0 | CCOc1ccc(/C=C/C(=O)Nc2sc3c(c2C(=O)OC)C(C(=O)OC)CC3)cc1 (stereo unspecified) |
| 5.6 | Brc1cccc(/C=C/C=Nc2ccc3oc(-c4cccc(I)c4)nc3c2)c1 |
| 10.2 | COCCN1C(=O)c2[nH]nc(-c3cc(C)ccc3O)c2C1c1ccc(C(C)C)cc1 (stereo unspecified) |
| 6.2 | C=CC(C)(O)CCC1C(C)(OC(C)=O)CCC2C(C)(C)CCCC21C (stereo unspecified) |
| 3.3 | CC1=Nc2c(C(=O)Nc3ccccc3)cnn2C(c2ccccc2C)C1C(=O)Nc1ccccc1 (stereo unspecified) |
| -7.8 | COCCCNc1oc(-c2ccc(COc3ccc(Cl)cc3)o2)nc1C#N |
| -6.9 | Cc1nc(SCC(=O)Nc2ccc(-c3ccccc3)cc2)c2c3c(sc2n1)CCC3 |
| -0.4 | O=C1C(=O)N(CC(O)COc2cccc3ccccc23)C(=O)C(=O)N1CC(O)COc1cccc2ccccc12 (stereo unspecified) |
| -6.2 | COc1ncnc2c1N=C1CCCC(=O)C1S2 (stereo unspecified) |
| 0.9 | Cc1cccc(CN2CCN(CC(=O)NCCc3ccc(Cl)cc3)C2=O)c1 |
| -5.5 | Cc1ccc2c(CC(=O)Nc3cccc(Cl)c3C)coc2c1 |
| 0.4 | Cc1ccc(N=C2S/C(=C\c3ccc(-c4ccc(Br)cc4)o3)C(=O)N2c2ccc(C)cc2)cc1 |
| 3.2 | CCN1C(=O)CC(CC(=O)N2CCC[C@H]2C(=O)OC)(c2cccc(C(F)(F)F)c2)C1=O (stereo partly specified) |
| 3.1 | COc1cc(C2c3c(n[nH]c3C)OC(=N)C2C#N)ccc1O (stereo unspecified) |
| -7.5 | O=C1CCCN1CCC(=O)N1CCCC(CCc2ccc(F)cc2F)C1 (stereo unspecified) |
| 4.3 | Cc1cc(Cl)ccc1N1C(=O)CC(NNc2nc3ccccc3s2)C1=O (stereo unspecified) |
| 0.3 | CCOC(=O)c1c2c(n3ccc(C)cc13)C(=O)c1ccccc1C2=O |
| -1.2 | CC(C)C(=O)NC1CC(=O)N(c2ccc3c(c2)OCCO3)C1 (stereo unspecified) |
| 3.1 | Nc1cccc(C(=O)CC2(O)C(=O)Nc3ccc(Br)cc32)c1 (stereo unspecified) |
| 2.0 | CCc1nc2sc(C(=O)c3ccc(Br)cc3)c(N)c2c2c1CCCC2 |
